High-throughput results: PubChem, several laboratories
LMPTP block: LMPTP phosphatase inhibitors, primary screen, biochemical, fluorescence intensity, uHTS; Low molecular weight phosphotyrosine protein phosphatase (Homo sapiens), P24666; recombinant LMPTP-A, OMFP fluorogenic substrate; inhibition, % at 20 µM; actives 0.22% (n = 360,000); AID 651560, 2012;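 active = compounds that cut the enzyme signal by at least half of the control window in the single-dose screen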;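 also: plate controls were DMSO wells with enzyme plus substrate for no effect and substrate without enzyme for full effect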
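Material: LMPTP-A; amount: 0.625 nM enzyme; doses: single 20 µM dose; times: reaction 50 min, room temperature, dark; technique: fluorescence intensity of OMFP turnover product; benchmarks: no-enzyme and uninhibited controls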
Scp1 inh: Scp-1 phosphatase inhibitors, primary screen, biochemical, colorimetric, uHTS. Carboxy-terminal domain RNA polymerase II polypeptide A small phosphatase 1 (Homo …. Recombinant Scp1, phosphopeptide, malachite green phosphate absorbance. inhibition, % at 20 µM. actives 0.88% (n = 340,000). AID 493091, 2011;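 active = inhibition above about 50% at 20 µM, limit read from the data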;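 also: plate controls were DMSO wells with enzyme for no effect and wells lacking enzyme for full effect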
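Test system: SCP-1 phosphatase catalytic domain, residues 76-261; measured by: colorimetric phosphate reagent with accelerator and stabiliser, absorbance at 630 nm; timing: enzyme reaction 45 min at room temperature, colour 5 min, stabilisation 30 min; also added: Phosphorylated 17-residue peptide substrate; compound dosing: one concentration, 20 µM, with 1.0% DMSO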
Neddyl block: inhibitors of cullin neddylation, primary screen, biochemical, TR-FRET, uHTS, NAE and Ubc12; NEDD8-conjugating enzyme Ubc12 (Homo sapiens) + NEDD8-activating enzyme E1 regulatory …; calls only at 25 µM; actives 0.58% (n = 360,000); in the data active = inhibition above about 36%
SUMO1 PPI mod: modulators of SUMO1 protein-protein interactions, primary screen, biochemical, uHTS; Small ubiquitin-related modifier 1 (Homo sapiens), P63165; SUMO1 binding to a labelled peptide, TR-FRET, 1 h; inhibition, % at 20 µM; actives 0.33% (n = 360,000); AID 602429, 2012; in the data active = inhibition above about 37%
NadD block: inhibitors of S. aureus NadD, primary screen, biochemical, colorimetric, uHTS | Nicotinate-nucleotide adenylyltransferase NadD (Staphylococcus aureus N315) | purified NadD enzyme, colorimetric absorbance read-out | inhibition, % at 20 µM | actives 0.78% (n = 360,000); in the data active = inhibition above about 26%; also: some compounds past the cut are filed as inactive
NRP1-CendR mod: modulators of CendR peptide binding to NRP-1, primary screen, biochemical, fluorescence polarization, uHTS. Neuropilin-1 (Homo sapiens), O14786. FAM-RPARPAR peptide binding to NRP-1. inhibition, % at 25 µM. actives 0.85% (n = 360,000). AID 602438, 2012;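 active = inhibition or corrected inhibition above about 18%, plus a signal ratio from 0.5 to 1.5, limit read from the data, passing the limit was not always enough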; also: strong numbers were not always called active
SKN-1 inh: suppressors of acrylamide-induced Pgst-4::GFP reporter in worms, primary screen, SKN-1 inhibitor project, whole organism, uHTS, GFP/RFP fluorescence ratio, strain VP596. C. elegans VP596 Pgst-4::GFP/RFP ratio, 24 h. inhibition, % at 21.8 µM. actives 0.49% (n = 360,000). AID 624304, 2012;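 active = interference check ratio from 0.5 to 1.5 plus GFP to RFP signal ratio inhibition reaching or exceeding a fixed threshold, cut at about 30% in these data, passing the limit was not always enough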; also: some compounds called inactive have numbers as strong as hits
STEP inh: STEP phosphatase inhibitors, primary screen, biochemical, fluorescence intensity, uHTS; Tyrosine-protein phosphatase non-receptor type 5 (Homo sapiens), P54829; recombinant STEP, OMFP fluorogenic substrate; actives 0.25% (n = 360,000); inhibition, % at 20 µM; AID 588621, 2011;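 active = inhibition at 20 µM, scaled per plate between control wells, above about 37%, limit read from the data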;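 also: 0% = DMSO with enzyme and substrate and 100% = substrate only without enzyme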
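medium = Bis-Tris buffer pH 6.0, 2.5 mM DTT, 0.005% Tween 20 | test system = STEP (striatal-enriched tyrosine phosphatase) enzyme, cell-free | measure = normalized % inhibition | compound dosing = 20 µM, 1% DMSO | also added = 25 µM OMFP | schedule = reaction 20 min, ambient temperature | measured by = fluorescence read at 480 nm ex / 540 nm em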
DNMT1 block: human DNMT1 methyltransferase inhibitors, primary screen, biochemical, molecular beacon, fluorescence, HinP1I cleavage, uHTS | DNA (cytosine-5)-methyltransferase 1 (Homo sapiens), P26358 | inhibition (reported as % activation of signal), % at 10 µM | actives 0.83% (n = 360,000) | AID 588458, 2011; in the data active = inhibition above about 50%
Target sequence (P26358 504-1616 limits assumed): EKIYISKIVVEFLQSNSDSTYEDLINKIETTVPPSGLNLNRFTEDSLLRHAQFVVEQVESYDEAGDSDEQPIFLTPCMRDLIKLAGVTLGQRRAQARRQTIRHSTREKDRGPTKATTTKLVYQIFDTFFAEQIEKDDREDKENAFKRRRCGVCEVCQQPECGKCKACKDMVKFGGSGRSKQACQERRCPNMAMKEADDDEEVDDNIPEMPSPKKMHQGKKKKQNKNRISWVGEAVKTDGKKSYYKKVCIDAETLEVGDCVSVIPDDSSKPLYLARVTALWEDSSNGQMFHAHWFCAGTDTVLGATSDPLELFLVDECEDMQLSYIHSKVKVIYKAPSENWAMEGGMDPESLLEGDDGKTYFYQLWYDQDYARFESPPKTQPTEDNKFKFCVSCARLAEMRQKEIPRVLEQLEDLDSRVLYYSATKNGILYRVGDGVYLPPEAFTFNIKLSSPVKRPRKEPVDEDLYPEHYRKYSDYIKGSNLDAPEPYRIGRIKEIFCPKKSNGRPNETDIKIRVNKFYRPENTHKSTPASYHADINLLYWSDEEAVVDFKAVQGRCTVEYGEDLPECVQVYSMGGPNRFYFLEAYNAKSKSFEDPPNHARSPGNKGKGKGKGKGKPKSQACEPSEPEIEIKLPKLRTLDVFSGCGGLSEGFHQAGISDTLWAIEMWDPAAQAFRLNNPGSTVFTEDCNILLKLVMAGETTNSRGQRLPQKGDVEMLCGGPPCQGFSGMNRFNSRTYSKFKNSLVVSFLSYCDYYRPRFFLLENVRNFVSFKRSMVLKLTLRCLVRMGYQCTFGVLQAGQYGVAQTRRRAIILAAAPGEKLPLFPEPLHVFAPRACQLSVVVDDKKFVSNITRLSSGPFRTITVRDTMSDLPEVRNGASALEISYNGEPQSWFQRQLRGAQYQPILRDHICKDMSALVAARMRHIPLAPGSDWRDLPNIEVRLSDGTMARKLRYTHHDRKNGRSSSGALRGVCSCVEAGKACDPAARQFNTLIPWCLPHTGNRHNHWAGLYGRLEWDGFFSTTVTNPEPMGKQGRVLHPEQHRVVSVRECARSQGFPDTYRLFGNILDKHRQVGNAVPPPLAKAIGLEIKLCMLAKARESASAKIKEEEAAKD
TbMetRS inhib: T. brucei MetRS inhibitors, primary screen, biochemical, luminescence | purified T. brucei MetRS, ATP depletion, Kinase-Glo luminescence | methionyl-tRNA synthetase (Trypanosoma brucei brucei) | AID 624268, 2012 | actives 0.4% (n = 360,000) | inhibition, % at 11.9 µM;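 active = inhibition above a per-plate cutoff of the control wells' mean inhibition plus 3 SD, cut at about 5.5% in these data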;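 also: 0% = DMSO wells median and 100% = median of wells with control inhibitor compound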
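Material – parasite MetRS enzyme · Medium – HEPES-MgCl2-KCl buffer plus DTT, spermine, BSA, pyrophosphatase · Reagent – ATP, methionine and E. coli bulk tRNA substrates · Times – 15 min enzyme-compound preincubation, 2 h reaction, 10 min detection, 25 °C · Measured by – luminescence of leftover ATP · Evaluation – percent inhibition relative to median high and low control wells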
An asterisk follows results filed as active; i = inactive; / = not tested or not shown.

no.	SMILES	LMPTP block	Scp1 inh	Neddyl block	SUMO1 PPI mod	NadD block	NRP1-CendR mod	SKN-1 inh	STEP inh	DNMT1 block	TbMetRS inhib
1	COCCNC(=O)[C@@H]1CSC2c3ccccc3C(=O)N21 (some centres undefined)	-0.8	-16	i	0	-5	13	3	-2	-2	0.1
2	CN(C)C(=O)COC(=O)/C=C/c1ccccc1[N+](=O)[O-]	-0.5	-8	i	-21	9	-3	19	-2	0	-0.9
3	N=c1c(S(=O)(=O)c2ccc(Cl)cc2)cc2c(=O)n3ccccc3nc2n1CCc1ccccc1	2.5	/	i	12	25	75	-24	-5	25	-0.3
4	COc1ccc(Cn2c(O)c(C=Nc3ccccc3)c3ccccc3c2=O)cc1	3.0	-5	i	-3	2	-16	12	1	-5	-0.4
5	CCOC(=O)/C(C#N)=C/c1c(N2CCN(C)CC2)nc2c(C)cccn2c1=O	0.2	-13	i	-21	-1	3	11	-1	0	-0.5
6	COC(=O)c1cc(C(=O)c2ccc(Cl)cc2Cl)cn1C	1.2	-12	i	-6	-2	10	8	0	-2	1.4
7	Cc1ccc(-c2ccc(=O)n(Cc3ccc(F)cc3Cl)n2)cc1	3.4	-15	i	-11	1	-1	4	0	0	-1.0
8	COc1ccc(/C=N/n2cnc3c(sc(=S)n3-c3ccccc3)c2=O)cc1	0.6	-9	i	4	-2	7	-7	-2	0	-0.5
9	O=C(/C=C/c1ccccc1)N(Cc1cccc(Cl)c1)C1CCS(=O)(=O)C1 (centres undefined)	-0.4	-4	i	2	-3	-2	3	-1	-1	-0.3
10	CCN(CC)CCOc1nc(C)nc2c1oc1ccccc12	-1.2	-6	i	3	-6	5	0	-2	12	0.0
11	COc1cccc(-n2c(SC)nnc2-c2cnccn2)c1	-0.8	0	i	2	-2	3	25	-1	-4	0.1
12	C=CCN1C(=O)C(CC(=O)Nc2ccc(OCC)cc2)N(Cc2ccccn2)C1=S (centres undefined)	0.2	-5	i	-3	-6	0	6	0	0	-0.9
13	Cc1cc(C(=O)NCc2cccnc2)no1	-3.3	-3	i	-4	-2	6	8	-4	-1	0.3
14	CC1CC(=O)Nc2ccccc2N1S(=O)(=O)c1ccc(Cl)cc1 (centres undefined)	-2.0	-4	i	2	0	10	9	2	0	0.1
15	C=CCn1c(CCNC(=O)c2cccs2)nnc1SCC(=O)Nc1cccc(F)c1	0.1	-4	i	2	-2	-2	-6	0	-4	-0.1
16	Nc1nnc(SCCCOc2ccc(F)cc2)s1	-0.9	-10	i	3	-3	14	14	-3	1	-0.6
17	Cc1nn(CC(=O)OCC(=O)NC(C)c2ccccc2)c(C)c1[N+](=O)[O-] (centres undefined)	-0.7	0	i	2	-1	4	-2	-3	6	-1.8
18	COc1cccc(C2=CC(c3cc(OC)ccc3OC)n3nnnc3N2)c1 (centres undefined)	-1.8	-12	i	-3	2	-9	-7	2	-7	-0.5
19	CCc1nc2c(OCc3ccccc3)cccn2c1N(C)C(=O)c1ccco1	-1.0	/	i	1	-8	4	9	1	8	-0.4
20	C/C(=N\OC(=O)c1ccc(F)cc1)c1nccs1	-0.7	24	i	-3	-5	-18	7	2	6	-0.6
21	COc1cccc2sc(NN)nc12	2.9	-7	i	11	-3	10	-7	0	-1	-1.2
22	Nc1cc(C(=O)c2ccccc2)ccc1N1CCOCC1	0.5	-3	i	-8	-4	0	32	-1	-1	0.9
23	Cc1ccc(NCC(=O)c2ccc([N+](=O)[O-])cc2)cc1	1.8	-1	i	-14	20	0	-9	2	-6	0.1
24	CCCC1SCC(C)(C)NC1=O (centres undefined)	0.2	-10	i	-4	-1	14	5	-2	2	-0.1
25	COc1cc(NC(C(=O)Nc2cccc(C(C)=O)c2)c2ccccc2)cc(OC)c1OC (centres undefined)	0.6	1	i	-5	7	-4	-3	-3	-7	-1.1
26	Cc1ccccc1NC(=O)c1ccccc1	-1.7	-5	i	0	-4	-21	26	-1	1	-0.3
27	COc1ccc(OC)c(C2=NO[C@@](CC(=O)O)(C(=O)Nc3ccc4c(c3)OCCO4)C2)c1	-0.4	3	i	7	-1	5	0	-1	-5	-0.5
28	Cc1cc(C)cc(N(C(=O)c2csnn2)C(C(=O)NC(C)(C)C)c2cccs2)c1 (centres undefined)	-1.1	0	i	-1	4	-6	9	-1	0	-0.7
29	CCOC(=O)[C@]12CCC=C1N(Cc1ccc(Cl)cc1Cl)C(=O)[C@H](CC(=O)N1CCSCC1)C2	0.2	/	i	6	-7	3	5	/	/	-1.2
30	CCc1c(C)nc2ncnn2c1N1CCCC(C(=O)NCCc2ccccc2)C1 (centres undefined)	-2.1	-4	i	-2	6	2	6	2	3	-1.0

Continued (5 carried over from the part before).
no.	SMILES	LMPTP block	Scp1 inh	Neddyl block	SUMO1 PPI mod	NadD block	NRP1-CendR mod	SKN-1 inh	STEP inh	DNMT1 block	TbMetRS inhib
26	Cc1ccccc1NC(=O)c1ccccc1	-1.7	-5	i	0	-4	-21	26	-1	1	-0.3
27	COc1ccc(OC)c(C2=NO[C@@](CC(=O)O)(C(=O)Nc3ccc4c(c3)OCCO4)C2)c1	-0.4	3	i	7	-1	5	0	-1	-5	-0.5
28	Cc1cc(C)cc(N(C(=O)c2csnn2)C(C(=O)NC(C)(C)C)c2cccs2)c1 (centres undefined)	-1.1	0	i	-1	4	-6	9	-1	0	-0.7
29	CCOC(=O)[C@]12CCC=C1N(Cc1ccc(Cl)cc1Cl)C(=O)[C@H](CC(=O)N1CCSCC1)C2	0.2	/	i	6	-7	3	5	/	/	-1.2
30	CCc1c(C)nc2ncnn2c1N1CCCC(C(=O)NCCc2ccccc2)C1 (centres undefined)	-2.1	-4	i	-2	6	2	6	2	3	-1.0
31	O=C(CCNC(=O)C1CCN(S(=O)(=O)c2ccccc2)CC1)NCc1ccccn1	-0.6	-3	i	3	-2	13	-1	-3	1	-0.7
32	O=C(CNc1cccc(C(F)(F)F)c1)N/N=C/c1cccc(Br)c1	3.1	-4	i	0	-2	9	3	-3	-12	1.1
33	CS(=O)(=O)c1ccc(C(=O)OCC(=O)Nc2cccnc2Cl)cc1[N+](=O)[O-]	0.1	-6	i	-34	2	8	0	0	8	-0.2
34	CC1(C(=O)NS(=O)(=O)C2CC2)CCN(C(=O)c2ccc(F)cc2Cl)C1 (centres undefined)	2.2	/	i	1	3	6	-2	-4	8	-0.5
35	CCOC(=O)C1(C)CCN1C(=O)c1ccc(C#N)cc1 (centres undefined)	0.3	/	i	-3	5	-3	-4	-3	1	0.3
36	Cn1c(=O)c2c(nc(Sc3ccccc3N)n2C)n(C)c1=O	-1.4	-1	i	7	-1	5	-6	4	3	0.7
37	C=CCn1c(C(C)(C)C)nc2ccccc21	0.2	4	i	1	-2	-17	-1	0	-1	0.0
38	CCOC(=O)c1sc(=NC(=O)c2ccccc2)n(C)c1C	-1.5	-7	i	2	-4	-3	4	0	0	-0.2
39	CC1=NN(C2=NS(=O)(=O)c3ccccc32)C(C)(O)C1 (centres undefined)	-2.7	-16	i	-4	-7	-10	13	-3	1	-0.6
40	COc1ccc(NC(=O)c2oc3cc(C)c(C)cc3c2C)c(OC)c1	0.9	5	i	3	-5	-5	2	-2	7	-1.6
41	CC(CCc1ccccc1)NC(=O)CSc1ccccc1 (centres undefined)	-1.4	-6	i	2	-8	0	1	-3	4	-0.3
42	CC(C)CCn1nnnc1C(c1ccc(F)cc1)N1CCN(C(=O)c2ccco2)CC1 (centres undefined)	-2.8	-6	i	-2	1	1	2	-3	-3	0.4
43	CCN(C(=O)c1ccc(S(=O)(=O)N(C)C)cc1)C(C)C(=O)Nc1ccc(C)cc1 (centres undefined)	-1.5	-6	i	-4	-1	3	25	-3	0	0.0
44	O=C(NC1CCSc2ccccc21)c1ccc(C(F)(F)F)cc1 (centres undefined)	0.6	-5	i	3	3	-8	18	0	-1	-0.1
45	O=C(O)C(F)(F)S(=O)(=O)O	-3.9	-5	i	-2	-1	-3	-22	-3	1	-0.6
46	Cc1ccc(S(=O)(=O)CCC(=O)OCc2nnc(-c3ccccc3Br)o2)cc1	-0.2	-8	i	9	-8	-5	-12	0	-2	-0.3
47	Cc1cccc(NC(=O)C2CCN(S(=O)(=O)c3cccc4nsnc34)CC2)c1	-1.5	-7	i	-20	-9	-8	1	9	0	-0.7
48	Cc1noc(C)c1COC(=O)c1cccnc1SCC(=O)Nc1ccc2c(c1)OCO2	0.0	-2	i	2	-2	2	12	2	-4	1.2

2 entries from above, with one line to a screen.
(24) CCCC1SCC(C)(C)NC1=O (centres undefined)
(25) COc1cc(NC(C(=O)Nc2cccc(C(C)=O)c2)c2ccccc2)cc(OC)c1OC (centres undefined)
compound no.,24,25
LMPTP block,0.2,0.6
Scp1 inh,-10,1
Neddyl block,i,i
SUMO1 PPI mod,-4,-5
NadD block,-1,7
NRP1-CendR mod,14,-4
SKN-1 inh,5,-3
STEP inh,-2,-3
DNMT1 block,2,-7
TbMetRS inhib,-0.1,-1.1

6 compounds from above, reduced to Scp1 inh.
nr | molecule | Scp1 inh
41 | CC(CCc1ccccc1)NC(=O)CSc1ccccc1 (centres undefined) | -6
42 | CC(C)CCn1nnnc1C(c1ccc(F)cc1)N1CCN(C(=O)c2ccco2)CC1 (centres undefined) | -6
43 | CCN(C(=O)c1ccc(S(=O)(=O)N(C)C)cc1)C(C)C(=O)Nc1ccc(C)cc1 (centres undefined) | -6
44 | O=C(NC1CCSc2ccccc21)c1ccc(C(F)(F)F)cc1 (centres undefined) | -5
45 | O=C(O)C(F)(F)S(=O)(=O)O | -5
46 | Cc1ccc(S(=O)(=O)CCC(=O)OCc2nnc(-c3ccccc3Br)o2)cc1 | -8
